ATG4B inhibitor: ATG4B protease inhibitors, primary screen, biochemical, fluorescence, uHTS; ATG4B cleavage of LC3-PLA2, NBD-HPC fluorescence, 1 h; Cysteine protease ATG4B (Homo sapiens), Q9Y4P1; 0.51% of 340,000 active; inhibition, % at 8.33 µM; in the data active means inhibition above about 40%
Apaf-1 inh: inhibitors of human Apaf-1 apoptosome, primary screen, biochemical, DEVD-Rh110 fluorescence, uHTS; reconstituted apoptosome caspase-3 activity; inhibition, % at 20 µM; 0.71% of 330,000 active; AID 489030, 2010; active means inhibition of at least 40% at 20 µM;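 further: plate controls were DMSO wells for no effect and DEVD-CHO caspase inhibitor wells for full effect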
Target sequence (O14727 whole entry, looked up): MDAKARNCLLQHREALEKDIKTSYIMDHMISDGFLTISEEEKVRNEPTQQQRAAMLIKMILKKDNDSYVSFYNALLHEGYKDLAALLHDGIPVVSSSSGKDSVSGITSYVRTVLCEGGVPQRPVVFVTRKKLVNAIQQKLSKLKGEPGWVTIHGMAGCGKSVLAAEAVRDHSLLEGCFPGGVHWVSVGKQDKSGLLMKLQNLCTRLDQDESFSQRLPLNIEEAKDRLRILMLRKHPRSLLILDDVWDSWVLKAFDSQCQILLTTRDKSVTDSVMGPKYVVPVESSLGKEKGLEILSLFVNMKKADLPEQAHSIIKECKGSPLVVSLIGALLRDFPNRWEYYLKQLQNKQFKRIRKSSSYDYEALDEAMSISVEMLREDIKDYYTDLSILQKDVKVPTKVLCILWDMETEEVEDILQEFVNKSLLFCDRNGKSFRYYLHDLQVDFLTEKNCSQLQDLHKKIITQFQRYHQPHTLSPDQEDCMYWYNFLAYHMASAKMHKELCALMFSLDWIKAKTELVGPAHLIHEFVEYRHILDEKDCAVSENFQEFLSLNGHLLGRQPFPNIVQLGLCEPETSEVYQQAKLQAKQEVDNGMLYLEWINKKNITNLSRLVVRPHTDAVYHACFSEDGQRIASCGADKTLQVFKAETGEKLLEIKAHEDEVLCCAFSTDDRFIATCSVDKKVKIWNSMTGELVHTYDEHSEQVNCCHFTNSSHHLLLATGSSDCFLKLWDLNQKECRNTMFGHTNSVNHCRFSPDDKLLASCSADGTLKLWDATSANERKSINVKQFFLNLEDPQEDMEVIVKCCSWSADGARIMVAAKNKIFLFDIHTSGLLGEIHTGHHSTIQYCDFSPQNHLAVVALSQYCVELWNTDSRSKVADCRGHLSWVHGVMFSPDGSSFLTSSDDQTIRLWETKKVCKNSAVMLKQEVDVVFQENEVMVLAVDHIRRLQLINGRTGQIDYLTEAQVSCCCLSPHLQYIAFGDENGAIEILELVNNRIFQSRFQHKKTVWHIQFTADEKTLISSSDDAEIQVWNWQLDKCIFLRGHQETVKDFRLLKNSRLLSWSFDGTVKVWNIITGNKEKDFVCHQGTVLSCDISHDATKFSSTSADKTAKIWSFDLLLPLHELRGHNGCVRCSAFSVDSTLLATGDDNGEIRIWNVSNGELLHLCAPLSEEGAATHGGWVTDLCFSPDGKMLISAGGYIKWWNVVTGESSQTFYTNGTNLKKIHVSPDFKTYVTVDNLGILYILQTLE
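Material: cell-free apoptosome with Apaf-1, procaspase-3 and caspase-9; Buffer or medium: Hepes pH 7.5 with detergent and BSA; Reagent: cytochrome c trigger plus (Z-DEVD)2-Rh110 caspase-3 substrate; Times: compound with Apaf-1, dATP, procaspase-3 30 min, then 50 min reaction, room temperature; Technique: Rh110 fluorescence intensity.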
tim10-1 inh: growth inhibitors of tim10-1 mutant yeast, primary screen, luminescence, uHTS; AID 463190, 2010; 2.2% of 330,000 active; S. cerevisiae tim10-1 ts strain growth, BacTiter-Glo, 24 h; inhibition, % at 20 µM;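 active means inhibition of at least 40%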;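 further: mutant grown at 25 °C; 0% = DMSO wells with yeast and 100% = wells holding no yeast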
hIAP activ: human IAP activators, primary screen, biochemical, luminescence, uHTS; purified human IAP, CDP-Star luminescence, 30 min; active compounds read high; 1 = vehicle-only enzyme, 0 = enzyme-free background; activation factor at 10 µM; 0.16% of 330,000 active;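 active means activation factor of the enzyme at least 2-fold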; further: the source names both 10 and 20 µM as test concentration; values of inactives mirror those of a sister screen read the other way
TIM10 inh: growth inhibitors of isogenic TIM10 control yeast, primary screen, counter-screen for tim10-1 yeast inhibitor project, luminescence, uHTS; S. cerevisiae TIM10 strain growth, BacTiter-Glo luminescence, 24 h; inhibition, % at 10 µM; 1.4% of 330,000 active; AID 463195, 2010;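 active means inhibition of 40% or more at the single tested concentration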;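 further: wild-type TIM10 isogenic control strain grown at permissive 25 °C; 0% = DMSO yeast wells and 100% = minimal medium wells without yeast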
mIAP activ: activators of mouse IAP, primary screen, biochemical, luminescence, uHTS; activation factor at 10 µM; muIAP, CDP-Star luminescence, 30 min; active compounds read high; 1 = vehicle-only enzyme signal, 0 = enzyme-free wells; AID 2805, 2010; 0.24% of 330,000 active; intestinal alkaline phosphatase [Mus musculus];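 active means activation factor of at least 2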; further: the source names both 10 and 20 µM as test concentration; values of inactives mirror those of a sister screen read the other way
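Assay system: mouse IAP enzyme; reagent: chemiluminescent substrate CDP-Star; dosing: test compounds delivered from DMSO solution; schedule: 30 min at room temperature; measured by: luminescence from enzymatic CDP-Star hydrolysis; controls: DMSO-only wells and no-enzyme negative control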
mIAP block: inhibitors of mouse IAP, primary screen, biochemical, luminescence, uHTS | purified mouse IAP, CDP-Star luminescence, 30 min | inhibition, % at 10 µM | 0.2% of 330,000 active | intestinal alkaline phosphatase [Mus musculus];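 active means inhibition of at least 40% at 10 µM in the primary screen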;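 further: plate controls were DMSO with enzyme for no effect and no enzyme wells for full effect; values of inactives mirror those of a sister screen read the other way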
NALP3 yeast inh: NALP3 inflammasome inhibitors in reconstituted yeast, primary screen, luminescence, uHTS; AID 2825, 2010; Yeast reconstituted NLRP3/ASC/caspase-1, beta-gal luminescence, 24 h; 0.39% of 330,000 active; inhibition, % at 10 µM;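 active means inhibition of 50% or more; inactive means inhibition below 50%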;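 further: plate controls were induced DMSO wells for no effect and uninduced yeast grown without galactose for full effect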
hIAP inh: human IAP inhibitors, primary screen, biochemical, luminescence, uHTS | Intestinal-type alkaline phosphatase (Homo sapiens), P09923 | purified IAP, CDP-Star luminescence, 30 min | inhibition, % at 10 µM | 0.12% of 330,000 active;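 active means inhibition reaching a set limit with compound at 10 µM in the primary screen, cut at about 35% in these data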;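 further: plate controls were DMSO wells with enzyme for no effect and no-enzyme buffer wells for full effect; values of inactives mirror those of a sister screen read the other way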
* = called active by the depositor; . = no result given.

SMILES	ATG4B inhibitor	Apaf-1 inh	tim10-1 inh	hIAP activ	TIM10 inh	mIAP activ	mIAP block	NALP3 yeast inh	hIAP inh
CS(=O)(=O)N1CCN(C(=O)c2ccccc2)C1	9	-7	2	1.1	-17	0.98	2	1	-6
COC(=O)c1sc(-c2ccccc2)cc1NC(C)=O	-3	1	18	0.78	13	0.92	8	24	22
CN1c2ccsc2C(O)=C(C(=S)Nc2ccccc2)S1(=O)=O	-6	9	3	1	0	0.78	22	-8	-4
COc1ccc(N2CCN(C3CCCN(C(=O)CCN4CCCCO4)C3)CC2)cc1 (centres undefined)	4	-9	0	1.2	0	0.99	1	14	-21
COc1cc([C@@H]2CC=C(C(=O)O)[C@H](c3ccccc3)N2S(=O)(=O)c2ccc(C)cc2)cc(OC)c1OC	2	10	-9	0.98	-1	1	0	10	2
C#CCOCCOCCOCCNc1nc(N2CCN(C(=O)[C@H]([C@@H](C)CC)n3cc(CCCCN)nn3)CC2)nc(N2CCN(C(=O)[C@H]([C@@H](C)CC)n3cc(CCCN=C(N)N)nn3)CC2)n1	-8	46*	-7	0.97	3	0.76	24	12	2
N#Cc1cccc(NC(=O)c2nc(-c3ccccc3)n(-c3ccccc3)n2)c1	-9	12	28	1.3	8	1	0	-8	-29
O=C(Nc1scc(-c2ccccc2)c1C(=O)O)c1ccccc1Cl	39	16	8	0.89	-13	0.96	4	5	11
O=C(c1cc(-c2cccc(Cl)c2)on1)N1CCOCC1	2	8	-13	0.93	11	1	-2	12	7
CC(CNS(=O)(=O)c1ccc(Cl)cc1)n1cncn1 (centres undefined)	-11	-2	-15	0.99	5	1	0	19	1
O=C(Nc1ccccc1C(F)(F)F)C1CCCC1	2	-11	7	1	-7	0.96	4	-29	-4
CCc1ccc(OCCNC(=O)OCc2ccccc2)cc1	12	17	2	1	-10	1.1	-11	16	-2
CCn1c(=O)[nH]c(=O)c2c(N)c(C(=O)c3cc(F)ccc3F)sc21	-12	-14	-46	1.1	-48	0.88	12	-1	-5
O=C(NCc1ccccc1)/C(=C/c1ccc(OC(F)F)cc1)c1ccccc1	-2	27	30	1.2	20	0.87	13	6	-18
CC(=O)c1cccc(N(C(=O)CNC(=O)c2ccco2)C(C(=O)NC2CCCC2)c2ccc(C)o2)c1 (centres undefined)	-5	4	-5	1.1	1	1	-2	5	-14
CSc1ccccc1N=Cc1nc(-c2ccccc2)oc1O	12	22	13	1.2	-2	1.1	-12	24	-18
CCOc1cc(/C=C2\SC(=S)N(N3CCOCC3)C2=O)ccc1O	-8	-16	14	0.61	4	0.62	38	10	39*
O=C(c1cc2c(s1)CCCCC2)N1CCN(c2ncccn2)CC1	2	5	45*	1.1	18	1	-1	21	-5
COC(=O)NN1C(=O)C(c2ccccc2)=C(c2ccc(Cl)cc2)C1=O	1	-3	13	1.1	23	1.1	-10	-20	-6
COc1cc2c(cc1OC)C(c1ccccc1C(F)(F)F)CC(=O)N2 (centres undefined)	4	6	4	0.83	3	1	-4	20	17
O=C(Nc1ccc(Cl)c(C(F)(F)F)c1)NC1CC2CCCC(C1)N2C1CC1 (centres undefined)	-10	27	12	0.92	9	4.4*	-337	8	8
O=C(NCc1ccccc1)N(Cc1cc2cc3c(cc2[nH]c1=O)OCO3)CC1CCCO1 (centres undefined)	0	4	1	1	-4	1	0	8	-2
O=C(c1ccc(Cl)c(Cl)c1)N1CCCC1	2	1	5	0.93	-19	1	-1	24	8
CCC(C)Sc1ccc([C@H]2N[C@@](CC(C)C)(C(=O)OC)[C@H]3C(=O)N(C)C(=O)[C@@H]23)cc1 (some centres undefined)	-2	24	17	0.91	20	0.92	8	18	9
Cn1c(=O)c2ncn(CC(=O)O)c2n(C)c1=O	-5	-2	7	1	1	1.1	-10	-2	-4
COc1cc(/C=C/C(=O)Nc2ccc3nc4n(c(=O)c3c2)CCCC4)cc(OC)c1OC	-22	7	-24	1.1	-7	1.2	-17	7	-5
Cn1c(=O)c(C(=O)CSc2nnc(Nc3ccccc3)s2)c(N)n(Cc2ccccc2)c1=O	0	-5	8	1.1	0	1	-5	12	-9
OC(c1ccccc1)(C1CCCCC1)C(CN1CCOCC1)c1ccccc1 (centres undefined)	-6	24	18	1.1	27	0.93	8	1	-10
Cc1ccc(NC(=O)C2CCN(C(=O)c3ccccc3C)CC2)cc1	0	-9	21	1.1	3	1	-3	4	-8
Cc1ccc(NC(=O)NC2(C(=O)NCc3ccco3)CCCCC2)cc1	-6	11	3	0.96	9	1.1	-13	-1	4

Profiles as entered above. Screens in order: ATG4B inhibitor	Apaf-1 inh	tim10-1 inh	hIAP activ	TIM10 inh	mIAP activ	mIAP block	NALP3 yeast inh	hIAP inh
Results for CSc1ccccc1N=Cc1nc(-c2ccccc2)oc1O → 12	22	13	1.2	-2	1.1	-12	24	-18
Results for CCOc1cc(/C=C2\SC(=S)N(N3CCOCC3)C2=O)ccc1O → -8	-16	14	0.61	4	0.62	38	10	39*
Results for O=C(NCc1ccccc1)N(Cc1cc2cc3c(cc2[nH]c1=O)OCO3)CC1CCCO1 (centres undefined) → 0	4	1	1	-4	1	0	8	-2

Carrying on:
SMILES	ATG4B inhibitor	Apaf-1 inh	tim10-1 inh	hIAP activ	TIM10 inh	mIAP activ	mIAP block	NALP3 yeast inh	hIAP inh
O=C(CCCN1CCOC(c2ccccc2)C1)c1ccc(F)cc1 (centres undefined)	-8	11	-4	0.84	-7	1	-2	1	16
O=S(=O)(c1ccc(Cl)s1)N1CCN(Cc2ccccc2)CC1	7	10	24	0.97	-2	1.1	-14	32	3
CCN(CC(=O)NCc1ccc(F)cc1)C(=O)/C=C/c1ccc(OC)c(S(=O)(=O)NC(C)C)c1	-10	8	-14	1.2	-16	1	-5	28	-19
O=C(CCSCc1ccccc1Cl)NC1CCCCC1	0	11	18	1.1	-6	0.99	1	24	-5
CC1CCCC(NCC(O)COC(c2ccc(F)cc2)c2ccc(F)cc2)C1C (centres undefined)	5	11	8	1	37	1.1	-10	34	-5
CCN(CC)S(=O)(=O)c1cc(-c2nnc(-c3ccc(Br)cc3)o2)ccc1Cl	2	18	12	0.96	-19	0.94	6	13	4
COCCNC(=O)C(c1ccc(C)o1)N(C(=O)C(=O)NC1CCCCC1)c1ccc(F)cc1 (centres undefined)	-2	-3	15	1	15	1.1	-5	17	-3
CCOC(=O)c1c(NC(=O)CN2CCN(C(=O)c3ccco3)CC2)sc2c1CCCC2	-15	48*	37	0.77	31	0.94	6	18	23
CCN(CCn1cccn1)C(=O)CC1C(=O)NCCN1Cc1ccc(OC)c(OC)c1 (centres undefined)	3	-14	11	1	12	1.1	-6	8	-1
C=CCNC(=S)N/N=C(\C)c1ccc(-n2ccnc2)cc1	-4	-4	-36	1.1	0	0.98	2	14	-8
CCOC(=O)c1[nH]nc2c1C(=O)N(Cc1ccccc1)C2=O	-7	-10	2	0.87	-19	1.1	-6	11	13
Fc1ccc(NC(=S)NCc2cccs2)cc1	4	3	27	0.99	-6	1.1	-12	1	1
O=C(OCc1cccc([N+](=O)[O-])c1)c1cc(=O)[nH]c2ccccc12	.	-8	-9	0.79	-2	0.98	2	6	21
CC(C)(C)c1cc(C(c2cccnc2)N2CCN(CCO)CC2)cc(C(C)(C)C)c1O (centres undefined)	-8	9	21	0.84	41*	0.87	13	44	16
CCOC(=O)c1cnn(-c2nc(-c3ccccc3)cs2)c1C(F)(F)F	-1	22	31	1.3	31	0.8	20	3	-26
CCC[C@@H](CN1CCC[C@H]1CN1C(N)=NC[C@H]1C(C)C)N1C[C@@H](Cc2ccccc2)N(CCCC2CCCC2)C1=N	12	46*	-5	1.1	0	1.8	-75	14	-10
Clc1ccc(NCc2cccnc2)c(Cl)c1	5	8	12	1.1	-16	0.95	5	38	-12
C1CSC2(N1)C1CC3CC(C1)CC2C3 (centres undefined)	2	-22	-21	0.87	-9	0.95	5	19	13
COc1ccc(CC(=O)Nc2ccc(N3CCOCC3)cc2)cc1OC	-2	0	-17	0.88	-4	0.86	14	14	12
CCOC(=O)c1c(C)nn(-c2ccc(NC(=O)c3cccs3)cc2)c1C	0	24	-18	1.2	10	1	-3	14	-17
COC(=O)NC1(C(F)(F)F)C(=O)Nc2c1c(=O)n(C)c(=O)n2C (centres undefined)	3	-14	-1	1.1	-4	1	-4	5	-7
O=C(NNC(=O)C1C2CCCCC21)c1coc(=O)c(Br)c1 (centres undefined)	1	0	7	0.98	-1	0.8	20	-18	2
COc1ccc(S(=O)(=O)N2Cc3ccccc3CC2C(=O)Nc2nccs2)cc1OC (centres undefined)	-7	-3	7	1.2	5	0.99	1	-3	-16
CCOC(=O)c1csc(NC(=O)C2=COCCO2)n1	0	-5	-2	0.75	8	1	-4	-1	25
O=C(NCCOc1ccc(Cl)cc1)C1CCCCC1	-4	-2	20	1	-11	1.1	-11	17	0
CC12CCC(=O)N1C(C(=O)N1CCN(S(=O)(=O)c3cccc(C(F)(F)F)c3)CC1)CS2 (centres undefined)	3	3	2	0.96	-1	1	0	2	4
Cc1nn(-c2ccc(Cl)cc2)c(Cl)c1/C=C(\C#N)C(N)=O	0	-9	26	1	19	0.91	9	13	-2
COc1ccc(N(C(=O)c2ccco2)C(C(=O)NC2CCCC2)c2cccs2)c(OC)c1 (centres undefined)	-12	3	12	0.95	5	0.91	9	15	5
CCCSc1nc2c(cnn2-c2ccccc2)c(=O)n1N	-3	-3	4	0.94	4	0.94	6	38	6
COc1ccc(OC)c(CCNC(=O)c2cccc(NC3=NC4CS(=O)(=O)CC4S3)c2)c1 (centres undefined)	-5	7	-4	0.95	-4	1	-2	12	5
O=C(Nc1ccccc1Br)C1CCC(=O)N1Cc1ccccc1Cl (centres undefined)	-4	6	19	1.1	2	1	-3	0	-13
CCO[C@@H]1OC(C(=O)NC2CC2)=C[C@H](c2ccccc2)[C@H]1CCCO	3	-11	-1	0.83	-7	1	-3	15	17
CCc1ccc2c(COC(=O)C3CC(=O)N(CCc4ccccc4)C3)cc(=O)oc2c1 (centres undefined)	-3	19	27	1	13	0.94	6	10	0
O=C(NCC1CCOCC1)c1ccc(OC2CCN(Cc3ccccn3)CC2)cc1	17	-4	8	0.91	-2	0.95	5	7	9
COc1cc(C(=O)NCc2ccc(S(N)(=O)=O)cc2)ccc1OCC(=O)N1CCOCC1	-4	-2	-14	1	-5	1	-4	9	-1
CC1=C(/C=C/C(C)=C/C=C/C(C)=C/C(=O)O)C(C)(C)CCC1	21	-4	-2	0.83	12	1	0	-4	17
N#Cc1ccc(C(=O)OCC(=O)N2CCN(C(=O)c3ccco3)CC2)cc1	-6	-1	8	1	4	0.98	2	5	-2

High-throughput results deposited in PubChem by Sanford-Burnham Center for Chemical Genomics.
